Source: PubChem BioAssay
NALP1 yeast inh: blocks the NALP1 inflammasome reconstituted in yeast. S. cerevisiae NALP1/ASC/caspase-1 growth, X-gal OD620, 72 h. inhibition, % at 10 µM. 0.61% of 280,000 active. AID 2071; in the data active means inhibition mostly above about 24%, no sharp cut-off; inactive means mostly below about 32%; further: some compounds called inactive have numbers as strong as hits
OXTR ag: agonists of human oxytocin receptor | CHO-OTR cells, Fluo-8 calcium fluorescence; normalized: DMSO 0%, oxytocin 100% | activation, % at 3 µM | 0.32% of 320,000 active;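 active means activation above the mean of all tested compounds plus 3 SD, cutoff set per screening run, cut at about 20% in these data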;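 further: peak over basal fluorescence ratio from a 100 s FLIPR kinetic read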
Target sequence (P30559 whole entry, looked up): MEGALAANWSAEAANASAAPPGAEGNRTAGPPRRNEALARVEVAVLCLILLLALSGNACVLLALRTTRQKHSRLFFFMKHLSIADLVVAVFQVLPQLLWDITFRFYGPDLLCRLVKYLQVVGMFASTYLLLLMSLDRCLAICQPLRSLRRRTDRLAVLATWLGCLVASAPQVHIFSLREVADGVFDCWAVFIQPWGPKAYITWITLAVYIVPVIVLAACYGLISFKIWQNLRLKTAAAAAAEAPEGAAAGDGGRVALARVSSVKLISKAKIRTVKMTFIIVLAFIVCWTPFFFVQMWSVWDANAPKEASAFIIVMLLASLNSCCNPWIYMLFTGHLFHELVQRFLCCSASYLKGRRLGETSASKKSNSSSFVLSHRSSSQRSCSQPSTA
M18AAP inhibitor: blocks P. falciparum M18 aspartyl aminopeptidase; recombinant PfM18AAP, H-Glu-NHMec fluorogenic cleavage; 1.2% of 290,000 active; AID 1822; inhibition, % at 7.35 µM;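 active means inhibition above the campaign mean inhibition over all tested compounds plus 3 SD, cut at about 28% in these data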;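 further: 0% = plate median of test compound wells and 100% = 2 mM ZnCl2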
MEKK2 mut-MEK5: signal of MEK5 binding to mutant human MEKK2 PB1 domain; bead flow cytometry, Alexa488-MEK5 binding to MEKK2 mutant; percent response, % at 10 µM; 0.35% of 290,000 active; AID 1530; in the data active means percent response above about 24%, passing the limit was not always enough; further: inactives centre near 1; some results filed as inactive read as strong as hits; reference of the scale not given here
PHOSPHO1 block: blocks human PHOSPHO1 phosphatase activity; AID 1565; recombinant PHOSPHO1, absorbance phosphatase assay; 1.1% of 290,000 active; inhibition, % at 13.3 µM; Q8TCT1; in the data active means inhibition above about 60%
Target sequence (Q8TCT1 whole entry, looked up): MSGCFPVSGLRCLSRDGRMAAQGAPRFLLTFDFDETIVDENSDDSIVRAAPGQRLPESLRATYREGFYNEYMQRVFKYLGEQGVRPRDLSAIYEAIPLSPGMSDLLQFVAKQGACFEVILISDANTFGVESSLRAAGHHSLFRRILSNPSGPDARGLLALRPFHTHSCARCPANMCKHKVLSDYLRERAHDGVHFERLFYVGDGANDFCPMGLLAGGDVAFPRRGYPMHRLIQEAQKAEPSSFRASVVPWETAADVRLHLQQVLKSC
FID counter: fluorescent intercalator displacement, NS3 helicase counter-screen; DNA fluorescent intercalator displacement, fluorescence; inhibition, % at 7.9 µM; 0.17% of 290,000 active; in the data active means inhibition above about 37%;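 further: 0% = vehicle and 100% = reference compound; higher means more ethidium bromide displaced from hairpin DNA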
MEKK2 WT-MEK5: raises or lowers MEK5 binding to wildtype human MEKK2 PB1 domain. Q9Y2U5. bead flow cytometry, Alexa488-MEK5 binding to MEKK2 WT; actives lie on both sides. binding response (% of control), % at 10 µM. 1.1% of 290,000 active. AID 1531; in the data active means binding response below about 67% or above about 130%
GPR7 antag: blocks human GPR7 receptor signaling; P48145; GPR7-expressing cells, fluorescence antagonist assay; inhibition, % at 4.4 µM; 1.1% of 290,000 active; AID 1861; in the data active means inhibition above about 16%, passing the limit was not always enough;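 further: cells stimulated with the agonist NPW; 0% = agonist with vehicle and 100% = vehicle without agonist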
Target sequence (P48145 whole entry, looked up): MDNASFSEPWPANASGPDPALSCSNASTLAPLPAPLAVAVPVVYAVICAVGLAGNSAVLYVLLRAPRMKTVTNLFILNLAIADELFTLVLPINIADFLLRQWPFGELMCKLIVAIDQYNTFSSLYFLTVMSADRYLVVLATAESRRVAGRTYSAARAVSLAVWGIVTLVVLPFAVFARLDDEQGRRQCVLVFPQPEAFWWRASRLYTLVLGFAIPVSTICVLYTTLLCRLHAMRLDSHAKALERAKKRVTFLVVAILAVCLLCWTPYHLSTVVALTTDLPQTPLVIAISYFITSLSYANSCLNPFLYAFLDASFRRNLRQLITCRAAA
MEKK3 PB1 HTS: raises or lowers MEK5 binding to the human MEKK3 PB1 domain | 1.4% of 290,000 active | bead-based flow cytometry, Alexa488-MEK5 binding to MEKK3; actives lie on both sides; 0 = blocked by unlabeled MEK5, 100 = vehicle | Q99759 | binding response (% of control), % at 10 µM;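 active means binding response more than 3 SD above or below the average of its plate-row segment, actives on both sides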;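 further: Alexa488 bead fluorescence after subtracting the streptavidin-only scavenger bead signal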
Numbers without * were called inactive; x = no result given; & = joins results of further samples.

SMILES	NALP1 yeast inh	OXTR ag	M18AAP inhibitor	MEKK2 mut-MEK5	PHOSPHO1 block	FID counter	MEKK2 WT-MEK5	GPR7 antag	MEKK3 PB1 HTS
CSc1nsc(SCC(=O)Nc2ccc(F)cc2)n1	-1	2.7	-1	-3	-17	-1	100	-5	102
CCC(C)[C@H](NC(=O)NCCCOC(C)C)C(=O)OC (stereo not given in full)	11	-0.5	0	4	41	3	97	-8	101
CC(=O)NC1=NN(C(C)=O)C(C)(c2ccc(C)o2)S1 (stereo not given)	9	1.0	-7	-7	49	0	99	2	98
CCC(=O)N1CCc2cc(S(=O)(=O)NCCC(=O)N3CCN(c4ccccn4)CC3)ccc21	21	0.7	4	-3	-7	-21	100	3	98
Cc1ccc(CNC(=O)CS(=O)(=O)Cc2nc(-c3ccc(C)cc3)oc2C)cc1	30	-2.2	-8	-7	14	-23	92	10	97
O=S(=O)(Nc1ncccn1)c1ccc(NC(=S)Nc2ccccc2)cc1	12	-0.4	9	3	41	-5	102	14	99
COC(=O)/C(=C/c1c[nH]c2ccccc12)NC(C)=O	18	0.6	0	-2	7	-1	93	-3	96
COC(=O)c1[nH]c2cc(OC)ccc2c1NC(=O)c1c(F)cccc1F	1	1.8	12	7	20	-10	98	-13	105
O=C(Nc1ccccc1F)c1cc(S(=O)(=O)N2CCCCC2)cs1	14	-0.3	0	1	-18	-14	98	-2	99
C=CCn1c(COc2ccccc2)nnc1SC(C)C(=O)N/N=C/c1cc(Cl)ccc1O (stereo not given)	1	3.2	15	9	27	-27	109	-14	104
CCCNC(=O)Cn1c2ccccc2c2nc(=O)cc(C)n21	-6	-1.0	-5	x	-13	-1	x	7	x
O=C(CN1C(=O)NC2(CCCCCC2)C1=O)NC1CC1	-10	0.8	1	7	-5	1	107	-9	105
COc1ccc(NC(=O)c2cc3c(-c4ccc(OC)c(OC)c4)nn(C)c3s2)cc1OC	16	-2.0	2	0	7	-7	109	-11	105
CC(C)(C)c1ccc(C(=O)O/N=C(\N)c2ccccc2)cc1	24	-0.6	14	0	x	-11	103	7	102
CCOC(=O)c1c(O)c(O)c(C(=O)OCC)n1-c1ccccc1	5	-1.1	11	3	-6	3	102	-14	104
Cc1c(Cl)cn2c(=O)cc(CN3CCN(c4ccc(F)cc4)CC3)nc2c1Cl	1	-1.7	-10	-5	24	-7	96	-6	107
O=[N+]([O-])c1cc(F)c(N2CCCCC2)cc1N1CCOCC1	-4	-1.2	-3	12	18	2	105	0	103
O=C(N/N=C/c1ccc(OC(F)F)cc1)c1ccc(CSc2nc3ccccc3[nH]2)cc1	10	0.1	-3	37	-18	-4	118	10	106
CC(=O)c1ccc(OCc2cc(C(=O)N3CCN4CCCC4C3)no2)cc1 (stereo not given)	1	2.0	1	8	38	-13	107	4	106
Cc1ccccc1C(=O)Nc1ccc2c(c1)OCCO2	23	x	-15	6	19	-4	109	-2	107
COCC(=O)N1CCC(n2nnc3cc(F)ccc32)CC1	10	0.1	-1	-6	24	1	88	-9	91
Cc1ccc(C(=O)O/N=C2\CCSc3ccc(C)cc32)cc1	x	1.4	-1	0	12	-5	95	-8	95
CCCn1c(=O)c(C(=O)NCCc2ccccc2)c(O)c2ccccc21	11	0.0	-14	7	40	-5	107	-9	109
O=C(c1cn(-c2ccccc2)nc1-c1cccs1)N(CCO)Cc1ccccc1	8	0.4	3	1	3	-33	92	-10	103
COc1ccc(-c2cc(C(=O)Nc3ccc(Br)cc3)no2)cc1	6	-0.2	2	10	51	-4	107	-8	109
(next part)
SMILES	NALP1 yeast inh	OXTR ag	M18AAP inhibitor	MEKK2 mut-MEK5	PHOSPHO1 block	FID counter	MEKK2 WT-MEK5	GPR7 antag	MEKK3 PB1 HTS
O=C1C(Cl)=C(N2CCCCC2)C(=O)N1c1ccccc1Cl	-10	-0.6	-1	-1	18	-6	97	-1	97
CC(=O)SCCC(=O)N1C(C)CCCC1C(=O)O (stereo not given)	2	0.9	-6	-9	1	-2	90	14	86
O=C(NCc1cccnc1)c1ccc(-c2ccc(Cl)cc2)o1	-3	1.1	-5	-7	24	-3	99	9	103
CCN1CCCC1CNC(=S)Nc1ccc(C(C)=O)cc1 (stereo not given)	4	0.1	1	-3	42	-4	125	2	102
Cc1ccc(C(=O)NC(N(C)C)C(Cl)(Cl)Cl)cc1 (stereo not given)	5	-0.7	5	0	11	-1	96	-4	101
O=C(O)c1ccc(S(=O)(=O)c2ccc([N+](=O)[O-])cc2[N+](=O)[O-])cc1	4	0.2	-47	7	x	-2	108	4	102
CCS(=O)(=O)c1ccc2oc(SCC(=O)NCCc3ccc(F)cc3)nc2c1	6	1.9	3	1	30	-12	104	-1	101
O=[N+]([O-])c1ccc(/C=N/n2c(CO)nc3ccccc32)s1	28	1.5	-9	10	2	2	99	-3	102
COc1ccc(C)cc1S(=O)(=O)N1CCN(S(=O)(=O)c2cc(C)ccc2OC)CC1	8	-1.4	-1	4	-7	-14	102	10	112
O=c1c2sccc2[nH]c(=S)n1Cc1ccccc1	10	1.1	4	1	24	2	103	-5	105
O=S(=O)(c1ccccc1)c1nc(-c2ccccc2F)oc1NCc1cccnc1	4	-1.5	-12	-3	-31	-8	103	-10	100
Cc1nc2nc(C)c(CCC(=O)NCCCN3CCN(c4cccc(Cl)c4)CC3)c(C)n2n1	18&8	2.0&0.0	0&-1	x	48&32	8&4	x	-3&11	x
Cc1c(C(=O)N2CCCCC2)sc(NC(=O)C23CC4CC(CC(C4)C2)C3)c1C#N	x	0.9	6	1	x	-2	101	1	106
CC(=O)Oc1ccc(NC(=O)CSc2ccccc2)cc1	0	-0.8	-6	8	-6	-8	103	-3	104
Cc1cccc(NC(=O)COc2ccc(/C=C\c3[nH]c(=O)[nH]c(=O)c3[N+](=O)[O-])cc2)c1	1	-0.2	1	-2	-7	-8	102	5	105
O=C(CN1CCN(c2ccccc2O)CC1)Nc1cccnc1Cl	13	1.0	20	3	-24	-8	102	-22	102
S=C(Nc1ccc2c(c1)OCO2)NC1CCN(Cc2ccccc2)CC1	1	2.2	0	3	10	14	120	1	100
Cc1ccc(N/C=C(\C#N)S(=O)(=O)c2ccccc2)cc1	-27	1.4	-1	-8	-17	-11	79	-6	78
COc1cccc(NC(=O)C(NCC2CCCCC2)c2ccccc2)c1 (stereo not given)	2	-0.5	4	0	18	4	99	-5	100
O=C(c1ccccc1)c1ccc(OCC(O)CN2CCCC2)cc1 (stereo not given)	30	0.6	-3	-14	37	8	99	-5	110
Cc1ccc(Nc2nc(N)nc(CSC(=S)N3CCOCC3)n2)c(C)c1	33	-0.2	-6	-1	14	-18	107	-6	120
C=CCN1C(=O)/C(=C\c2cccs2)C(C(=O)OC)=C1C	4	-2.5	6	-1	-12	-10	99	9	99
COc1ccc(NC2CCCN(C(=O)c3cccc(N4CCNC4=O)c3)C2)cc1 (stereo not given)	-27	0.4	5	1	-6	-15	98	-9	99
COC(=O)C1SCC2C(=O)N(Cc3ccccc3)CC(=O)N21 (stereo not given)	17	0.8	-8	-2	-7	0	99	-1	106
CCc1c(C)sc(NC(=O)C2CC2c2ccccc2)c1C(N)=O (stereo not given)	-8	-2.0	5	0	23	-3	102	14	103
(cont.)
SMILES	NALP1 yeast inh	OXTR ag	M18AAP inhibitor	MEKK2 mut-MEK5	PHOSPHO1 block	FID counter	MEKK2 WT-MEK5	GPR7 antag	MEKK3 PB1 HTS
CCOc1ccc2nc(SCC(=O)c3ccc(Cl)s3)sc2c1	9	-0.2	-2	-6	62*	-7	95	-2	92
N=C1C(c2ccccc2)=C(O)CN1NC(=O)c1ccc(Cl)cc1	24	0.7	3	5	12	-1	105	-8	101
COc1ccc(OC)c(S(=O)(=O)Nc2ccccc2SC)c1	-8	-1.0	-6	-1	-14	-7	102	14*	104
Oc1cc2c(cc1C(c1ccc(Cl)c(Cl)c1)N1CCCC1)OCO2 (stereo not given)	17	x	13	-4	29	-2	99	-16	98
CC(=O)Nc1cccc(NC=C(C#N)C#N)c1	25	0.6	3	-6	43	0	94	-9	92
CCOc1ccc(S(=O)(=O)N(CC)CC(=O)NCc2ccncc2)cc1C	21	0.6	-7	-1	27	-16	99	-16	103
COc1ccc(N2CCN(Cc3cc(=O)oc4cc(-c5ccccc5)c(O)cc34)CC2)cc1	23	0.0	9	-3	23	2	97	1	97
CC(C)c1cc(C(=O)N/N=C/C(Br)=C/c2ccccc2)n[nH]1	-8	1.4	-1	-1	24	-26	91	17	99
COc1ccc(CCNC(=O)C2=CCN(S(=O)(=O)c3ccc(F)cc3)CC2)cc1OC	21	0.8	5	-1	34	-30	94	-6	96
COc1ccc(/C=N/N=C2\CC3CCC2(C)C3(C)C)cc1O (stereo not given)	45	-0.4	-3	6	21	31	106	-3	102
CS(=O)(=O)N1CCc2cc(C(=O)N3CCN(c4ccc(F)cc4)CC3)ccc21	12	-2.1	3	-1	19	-33	103	-2	100
COC(=O)C1=C(C)NC(=O)C1(NC(=O)c1ccncc1)C(F)(F)F (stereo not given)	22	0.1	-2	5	-11	-2	108	-10	107
O=C(NNC(=O)c1sccc1-n1cccc1)c1cccc(Cl)c1	28	4.1	3	1	-22	-2	109	7	106
CC(=O)Oc1ccc(C(=O)Nc2cc(C)on2)cc1	8	0.2	-19	3	24	0	108	3	108
O=C(NC(=S)Nc1ccccn1)c1ccc([N+](=O)[O-])cc1	23	-1.2	4	-2	0	-3	101	-3	105
COCc1ccc(C(=O)NC2CCCc3c2cnn3-c2ccc(C)c(C)c2)o1 (stereo not given)	22	5.7	-4	3	36	-36	105	-22	102
COc1ccc(NS(=O)(=O)c2ccc(NS(=O)(=O)c3ccc(C)cc3)cc2)nn1	14	-0.4	2	12	11	-12	106	-6	107
C=CCCC(=O)NC1CC(C)(C)Cc2c1cnn2-c1cccc(F)c1 (stereo not given)	-19	-2.3	-11	3	x	-22	106	-14	102
Nc1ccc(Oc2ccc([N+](=O)[O-])cc2[N+](=O)[O-])cc1	20	-0.7	-10	2	4	0	104	-9	105
C=CCNC(=O)CN1CCC(c2nc3cc(C)c(C)cc3[nH]2)CC1	15	0.1	-2	-6	9	-5	96	2	93
O=C1CCC(=O)N(O)CCCCCNC(=O)CCC(=O)N(O)CCCCCNC(=O)CCC(=O)N(O)CCCCCN1	-6	1.0	x	7	8	x	108	x	111
CCCn1nnnc1SCC(=O)N1CCN(C(=O)c2ccco2)CC1	24	-0.8	-2	-2	-14	1	96	6	98
Cc1cc(C)n2nc(C(=O)Nc3ccn(Cc4ccccc4C)n3)cc2n1	19	-1.1	-15	13	8	-30	98	-11	104
Cc1cc(=O)oc(C)c1C(=O)NCc1c(F)cc(F)cc1F	40	0.1	9	4	28	-13	104	-7	104
COc1ccccc1CNC(=O)c1cccnc1	10	0.9	-1	14	24	-1	115	-15	112
CCCC(=O)Nc1nc(-c2ccccc2)c(CC)s1	16	-1.5	4	12	41	-13	112	-4	107
O=C(CCCSc1nc2ccccc2s1)NCc1ccco1	4	-1.8	-1	12	13	-13	112	-8	106
